Source: PubChem (Icahn School of Medicine at Mount Sinai)
RBX1-CUL1 inh: human ROC1-CUL1 E3 ligase inhibition; P62877+Q13616; in vitro K48 di-Ub FRET, acceptor:donor ratio, 45 min; inhibition, % at 10 µM; actives 0.6% (n = 140,000); in the data active = inhibition above about 25%
Target sequence (P62877 whole entry, looked up): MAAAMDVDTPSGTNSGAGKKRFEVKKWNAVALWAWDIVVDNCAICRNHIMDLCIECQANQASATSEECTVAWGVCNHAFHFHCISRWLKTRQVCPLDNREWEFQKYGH
Target sequence (Q13616 whole entry, looked up): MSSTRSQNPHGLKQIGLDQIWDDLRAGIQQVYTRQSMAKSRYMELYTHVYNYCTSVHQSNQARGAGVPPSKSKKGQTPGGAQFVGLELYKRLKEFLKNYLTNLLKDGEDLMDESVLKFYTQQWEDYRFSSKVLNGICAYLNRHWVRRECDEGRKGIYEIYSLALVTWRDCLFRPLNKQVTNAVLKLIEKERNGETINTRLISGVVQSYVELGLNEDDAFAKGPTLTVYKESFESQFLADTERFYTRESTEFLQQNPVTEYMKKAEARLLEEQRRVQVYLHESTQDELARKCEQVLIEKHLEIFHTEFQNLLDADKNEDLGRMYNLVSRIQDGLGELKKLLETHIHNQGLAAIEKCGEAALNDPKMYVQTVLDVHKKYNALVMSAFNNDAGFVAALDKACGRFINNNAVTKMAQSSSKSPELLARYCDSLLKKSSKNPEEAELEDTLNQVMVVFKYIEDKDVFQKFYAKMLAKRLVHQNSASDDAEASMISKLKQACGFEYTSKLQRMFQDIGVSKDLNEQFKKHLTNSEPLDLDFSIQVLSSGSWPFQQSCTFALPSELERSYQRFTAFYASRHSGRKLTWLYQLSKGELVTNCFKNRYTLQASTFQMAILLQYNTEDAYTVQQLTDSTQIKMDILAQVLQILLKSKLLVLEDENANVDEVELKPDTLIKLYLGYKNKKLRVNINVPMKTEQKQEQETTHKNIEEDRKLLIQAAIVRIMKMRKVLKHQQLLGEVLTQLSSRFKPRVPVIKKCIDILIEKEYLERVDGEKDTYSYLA
Active calls of the source: *. A portion of the library. The share of hits here may be higher or lower than overall.

SMILES | RBX1-CUL1 inh
Cc1ccc(Cl)cc1N1CCN(C(=O)c2ccc3nc(N4CCC(C)CC4)sc3c2)CC1 | -2
COc1ccc(-c2csc(-n3[nH]c(-c4ccc([N+](=O)[O-])cc4)c(N=Nc4c(Cl)cc([N+](=O)[O-])cc4Cl)c3=O)n2)cc1 | 5
C=C(C)CC1N(c2ccc(OC)cc2)C(=O)C2C(C(=O)O)C3C=CC21O3 (stereo not given) | -11
COc1ccccc1NC(=O)c1ccc2c(Cl)c3c(nc2c1)CCCC3 | -8
Cc1ccc(S(=O)(=O)N(CC(=O)NCC2CCCO2)c2cc(Cl)ccc2C)cc1 (stereo not given) | -3
Cc1ccccc1CC(C1CCN(C(=O)CSc2ccccn2)CC1)N(C)C(=O)Cn1cccn1 (stereo not given) | 0
CS(=O)(=O)c1ncc(N(Cc2ccco2)Cc2cccs2)c(C(=O)Nc2ccccc2F)n1 | 2
Cc1ccc(NC(=O)C2CCN(S(=O)(=O)N(C)C)CC2)cc1Cl | -2
Nc1nc2ncc(-c3[nH]ncc3[N+](=O)[O-])cn2n1 | -6
CCS(=O)(=O)Nc1cc(C(=O)N(C)CC(O)c2ccccc2)c2c(c1)nc(-c1ccccc1)n2C (stereo not given) | -3
O=C(COc1cccc(Cl)c1)N1CCC(c2nc3ccccc3o2)CC1 | -6
Cc1cccc(COc2ccccc2/C=C2\N=C(c3ccccc3F)OC2=O)c1 | -3
O=S(=O)(NCc1ccc(Cl)cc1)c1ccc2ccccc2c1 | 2
CCCc1c(C(=O)Nc2ccc(F)cc2)nnn1-c1ccccc1 | 4
COC(=O)CCCCCn1c(-c2ccccc2)cn2c3c(=O)n(C)c(=O)n(C)c3nc12 | -10
O=C(CSCc1ccccc1)Nc1nnc(-c2ccco2)s1 | -4
O=C(CN1C(=O)c2cccnc2Oc2ccc(Cl)cc21)NCCc1ccccc1 | 1
COc1ccc(-c2nnn3c2nc(NCc2ccccc2)c2ccccc23)cc1 | -2
O=C(Nc1ccnn1C1CCN(Cc2ccc3nsnc3c2)CC1)C1CC1 | 1
CCN(CC)C(=O)c1sc(NC(=O)C(Sc2ccccc2)c2ccccc2)c(C#N)c1C (stereo not given) | 3
c1ccc(-c2nccn2-c2nc(-n3ccnc3-c3ccccc3)nc(-n3ccnc3-c3ccccc3)n2)cc1 | 5
CC(C)C(NC(=O)c1ccc(N(C)S(C)(=O)=O)cc1)C(C)C | -1
CC(Oc1ccc(Cl)cc1Cl)C(=O)Nc1ccccc1N1CCN(C(=O)c2ccccc2)CC1 (stereo not given) | 9
O=C(Nc1ccc(N2CCC(NCc3cccc(Cl)c3)CC2)cc1)C1CCCC1 | 8
N=C1C(=O)Oc2ccccc2C1N1CCCC1 (stereo not given) | 14
CCOC(=O)c1cc2c(=O)n3ccccc3nc2n(CC2CCCO2)c1=NC(=O)c1ccc(OC)cc1OC (stereo not given) | 6
CC(=O)N1CCN(c2c(Cl)cccc2NC(=O)c2ccc(Br)o2)CC1 | -2
COc1ccc(CNC(=O)Cc2c(C)c3c(O)cc(C)cc3oc2=O)cc1 | -4
C#CC(C)(C)OCC(O)CN1CCOCC1 (stereo not given) | -2
O=C1c2cccc3cc([N+](=O)[O-])cc(c23)C(=O)N1c1cccnc1 | -1
CC1CN(C(=O)CCC(=O)NCc2cccs2)c2cc(Cl)ccc2O1 (stereo not given) | 3
COCCCNC(=O)CCC(=O)NNc1nc2ccccc2c2nc(-c3ccccc3)nn12 | -9
Cc1ccc(Cc2c(C)nc3nc(SCC(=O)NCCC(C)C)nn3c2C)cc1 | -17
Cc1ccc(OCC(=O)Nc2cccc(-c3nnc(-c4ccccc4)o3)c2)c(C)c1 | 9
NS(=O)(=O)c1ccc(CCNC(=S)Nc2ccc(Oc3ccccc3)cc2)cc1 | 6
Cc1ccc2oc(C(=O)Nc3nnc(C(C)C)s3)c(C)c2c1 | 0
COc1ccc(-c2cc(-c3ccc(OC)cc3)c3c(N)c(C(N)=O)sc3n2)cc1 | 11
COc1ccc(-c2nc(C(F)(F)F)c(OC)o2)cc1OC | 3
Cc1cccc(NC(=O)C2CCC(CNS(=O)(=O)c3ccc(Br)s3)CC2)c1 (stereo not given) | -7
N=c1nc(N)nc2n1N=C(c1ccc(Cl)cc1)CS2 | 2

Entries from the list above containing bromine (two):
SMILES | RBX1-CUL1 inh
CC(=O)N1CCN(c2c(Cl)cccc2NC(=O)c2ccc(Br)o2)CC1 | -2
Cc1cccc(NC(=O)C2CCC(CNS(=O)(=O)c3ccc(Br)s3)CC2)c1 (stereo not given) | -7

Sorted by the number under RBX1-CUL1 inh (low to high): some entries from above
| Structure | RBX1-CUL1 inh |
| --- | --- |
| COCCCNC(=O)CCC(=O)NNc1nc2ccccc2c2nc(-c3ccccc3)nn12 | -9 |
| Cc1cccc(NC(=O)C2CCC(CNS(=O)(=O)c3ccc(Br)s3)CC2)c1 (stereo not given) | -7 |
| COc1ccc(CNC(=O)Cc2c(C)c3c(O)cc(C)cc3oc2=O)cc1 | -4 |
| O=C1c2cccc3cc([N+](=O)[O-])cc(c23)C(=O)N1c1cccnc1 | -1 |
| CC1CN(C(=O)CCC(=O)NCc2cccs2)c2cc(Cl)ccc2O1 (stereo not given) | 3 |
| NS(=O)(=O)c1ccc(CCNC(=S)Nc2ccc(Oc3ccccc3)cc2)cc1 | 6 |

Remaining list, next part
SMILES | RBX1-CUL1 inh
O=C(Nc1ccc(Cl)cc1Cl)C1CCN(C(=O)c2ccccc2F)CC1 | 3
Cc1cc(C)cc(OCC(=O)NNC(=O)COc2ccc(C)c(C)c2)c1 | -11
Cc1cc2c(Cl)nc3c(C)cccc3c2o1 | -2
CCc1nn(CC(=O)NCc2ccc(OC)c(OC)c2)c(=O)c2cc3sc(C)cc3n12 | 12
Cc1ccc(C)c(Cn2c(=O)c3c(nc4oc(C)c(C)n43)n(C)c2=O)c1 | 6
CCNS(=O)(=O)c1cc(NC(C)=O)c(C)cc1C | -11
O=C(CC1Sc2ccccc2NC1=O)Nc1ccc(Cl)cc1 (stereo not given) | -8
CCC(NC(=O)Nc1c(F)cccc1F)(C(F)(F)F)C(F)(F)F | -6
Cc1ccc(S(=O)(=O)c2nc(-c3ccc(Cl)cc3)oc2N2CCCCCC2)cc1 | -5
COc1cc(C)c(S(=O)(=O)Nc2cccc(-c3ccc(N4CCCC4)nn3)c2)cc1C | 9
CN1CCN(c2nc3c(S(=O)(=O)c4ccccc4)nnn3c3ccsc23)CC1 | 9
O=C(NCc1cccnc1)c1coc(CN2CCN(Cc3ccccc3)CC2)n1 | 5
O=C(Nc1c(C(=O)N2CCN(C(=O)c3ccco3)CC2)cnn1-c1ccccc1Cl)c1ccco1 | -2
COC(=O)CNC1CCN(c2ccc(NC(=O)c3ccc(C)cc3C)cc2)CC1 | 11
CC1(C(=O)Nc2ncc(Cc3ccc(Br)cc3)s2)Cc2ccccc2C(=O)O1 (stereo not given) | 1
COCCNC(=O)c1ccc(Cn2c(SCC(N)=O)nc3ccccc3c2=O)cc1 | -2
Brc1ccc2c(c1)CNc1c(ncnc1N1CCOCC1)O2 | -9
COc1ccc(OC)c(C(=O)c2coc3c2cc(O)c2ccccc23)c1 | -7
Cc1cc2oc(C(=O)Nc3ccc(S(=O)(=O)Nc4ncccn4)cc3)c(C)c2cc1Cl | -2
Cc1ccc(S(=O)(=O)Oc2c(C=NCCc3ccccc3)[nH]c3ccccc23)cc1 | 6
CCn1cc(CN2CCC3(CC2)c2ccccc2[C@@H](NC(=O)c2cccc(F)c2)[C@@H]3OC)c(C)n1 | 4
CC(=O)c1c(C)nn2c3ccccc3n(CCN3CCOCC3)c12 | -1
CC(NC(=O)c1ccc(N2CCC(NC3CC3)CC2)cc1)c1ccccc1 (stereo not given) | -3
CC(=O)c1cc2c(cc1NC(=O)COc1ccccc1C)OCO2 | -2
Cc1cc(=O)oc2c3c(ccc12)OC(=O)/C3=C\c1ccc(O)cc1 | -6
CCOC(=O)c1cc(S(=O)(=O)Nc2ccc(OC(F)(F)F)cc2)[nH]n1 | -2
COc1ccc2c3c(ccc2c1)C1CCC(=O)N1CC3 (stereo not given) | 12
COc1ccc2c(c1)SC(c1ccc3c(c1)OCO3)CCN2Cc1ccsc1 (stereo not given) | 1
CC(C)(C)c1sc(C(=O)O)cc1-c1cc(C(=O)O)sc1C(C)(C)C | 7
COc1ccc(/C=C/C(=O)N2c3ccc(C)cc3-c3c(ssc3=S)C2(C)C)cc1 | 1
C(=N\Nc1nnc(-c2ccccc2)s1)/c1ccccc1 | -1
CCN(CC)c1ccc(NC(=O)CCS(=O)(=O)c2cccc3nsnc23)c(C)c1 | -5
CCOC(=O)c1c(-c2ccccc2)csc1NC(=O)C(OC(C)=O)c1ccccc1 (stereo not given) | 0
O=C(N/N=C/c1cc([N+](=O)[O-])ccc1O)c1ccccn1 | -13
CCOC(=O)c1c(-c2ccc(Cl)cc2)csc1NC(C)=O | 16
Cc1ccc(-n2c(Cc3ccccc3)nnc2SCC(=O)Nc2ccccc2Cl)cc1 | 8
CC(C)(C)c1cc(-c2ccc(Cl)cc2)n(-c2nncc(-c3ccccc3)n2)n1 | -4
N#CC1C(=N)Oc2n[nH]c(C(F)(F)F)c2C1c1ccc(Br)cc1 (stereo not given) | 2
CCNC(=S)N(CCc1ccc(S(N)(=O)=O)cc1)C1CC(=O)N(c2ccccc2)C1=O (stereo not given) | 0
COc1ccc(Br)cc1S(=O)(=O)NCc1ccccn1 | 6

Copied from the list.
RBX1-CUL1 inh result of `COc1ccc2c(c1)SC(c1ccc3c(c1)OCO3)CCN2Cc1ccsc1` (stereo not given) → 1
RBX1-CUL1 inh result of `CC(C)(C)c1sc(C(=O)O)cc1-c1cc(C(=O)O)sc1C(C)(C)C` → 7
RBX1-CUL1 inh result of `O=C(N/N=C/c1cc([N+](=O)[O-])ccc1O)c1ccccn1` → -13

Going on with the list:
SMILES | RBX1-CUL1 inh
COc1ccc(CNc2oc(/C=C/c3cccc(OC)c3)nc2C#N)cc1 | -8
CCc1c([O-])[n+](-c2ccccc2)c2ccc(Cl)nn2c1=O | 2
Oc1ccc(Cl)cc1C1=Nc2ccccc2N=C(c2cccc(Br)c2)C1 | 7
CCOc1ccccc1C(=O)Nc1ccc(Cl)cc1 | 0
Cc1ccc(N2C(=S)NC(=NC(/C=C/c3ccc(Cl)cc3Cl)C(C)(C)C)C23CCCCC3)cc1Cl (stereo not given) | -2
CCc1ccc(/C=C2\CN(C)C/C(=C\c3ccc(CC)cc3)C2O)cc1 | -4
Cc1ccc(NC(=O)c2cccc(F)c2)cc1 | -6
O=c1c(Cl)c(N2CCN(c3ccc(Cl)cc3)CC2)cnn1-c1cccc(Cl)n1 | 0
COc1oc2ccc3ccccc3c2c(=O)c1Cc1ccccc1 | -5
COCCN1C(=O)C(C(c2ccccc2)N2CCCCC2)C(=O)C=C1C (stereo not given) | -1
CCO[C@@H](O)[C@H]1N[C@@H](c2ccc(Cl)cc2)[C@@H]([N+](=O)[O-])[C@@H]1c1ccccc1 | 2
Cc1ccc(OCCSc2nc3ccccc3n2CC(=O)N2CCOCC2)cc1C | 1
Cc1cccc(-c2nc(SCCCOc3ccc(Cl)c(C)c3)n3[nH]c(=O)cc3n2)c1 | 15
COc1ccc(C2N(C(=O)C(F)(F)F)C=CN2C(=O)C(F)(F)F)cc1 | 4
Cc1ccc(-c2ccc(C(=O)N3CCOC(CCN(C)C)C3)cc2)o1 (stereo not given) | 4
CC(=O)Nc1nonc1-c1nnc(SCC(=O)Nc2cc(C)cc(C)c2)n1C | 3
O=C(Cn1cnc2sc3c(c2c1=O)CCCC3)N/N=C\c1ccccc1O | 14
Cc1sc(NC(=O)C23CC4CC(CC(C4)C2)C3)nc1-c1ccccc1 | 4
O=C(Nc1cc(C(F)(F)F)ccc1Cl)c1cc2nc(-c3ccc4c(c3)OCO4)cc(C(F)(F)F)n2n1 | -14
O=C(N/N=C/c1ccccc1Cl)c1cc2c(ccc3ccccc32)o1 | -16
Cc1cccc(C)c1NC(=O)c1nnn(-c2ccc(Cl)cc2)c1C | -8
COc1cccc(N(Cc2nnc3n2CCCCC3)C(=O)Nc2cccc(Cl)c2)c1 | 3
O=C(CN1CCCC1)N1CCCC(c2ccc(F)cc2)c2ccc(F)cc21 (stereo not given) | 8
Cc1ccccc1CS(=O)(=O)N1CCN(C)CC1 | -17
COc1ccc(-c2[nH]ncc2/C=C(\C#N)C(=O)NCc2ccncc2)cc1 | 3
COc1ccc(-c2cc(C(F)(F)F)n3nc(C(=O)NCC45CC6CC(CC(C6)C4)C5)cc3n2)cc1 | -3
Cc1ccccc1NC(=O)c1nnn(-c2cc(Cl)ccc2C)c1C | 12
CC(C)COc1ccc(C(=O)Nc2ccc(S(=O)(=O)Nc3ncccn3)cc2)cc1 | -1
CSc1nnc2c(n1)OC(c1cccn1C)N(C(C)=O)c1ccccc1-2 (stereo not given) | 4
C[C@@H]1[C@H](O)[C@@H]2OC(=O)C3=C2[C@H](CCC3)[C@@]12CC(c1ccco1)OC2=O (stereo not given in full) | 5
O=C(CSCc1c(Cl)cccc1Cl)Nc1ccc2c(c1)C(=O)N(c1ccccc1)C2=O | -2
CCCN(C(=O)c1nn(-c2ccc(OC)c(Cl)c2)c(=O)c2c1c1ccccc1n2C)c1ccccc1F | -6
O=NN1CCN(c2ccncc2S(=O)(=O)N2CCCCC2)CC1 | -9
CCC(=O)c1cc(C(=O)CC)c(O)cc1O | 2
COc1ccccc1C1(CC(=O)N(C)Cc2ccc(-n3cccn3)cc2)CC(=O)N(C)C1=O (stereo not given) | -1
Cc1ccc(C)n1-c1ccc(N2CCOCC2)cc1 | 9
COc1ccc(OC)c(C2CC(=O)Nc3cc4c(cc32)OCO4)c1 (stereo not given) | 4
Cc1ccccc1C(=NC(=O)c1ccccc1)c1ccccc1 | 3
CC(=O)Nc1ccc2c3c(cccc13)C(=O)N(c1ccccc1)C2=O | -1
Cc1cnc(CNC(=O)C2(N3C[C@@H](C)O[C@@H](C)C3)Cc3ccccc3C2)cn1 | 0
C=CCc1ccccc1OCCn1c(C2CC(=O)N(Cc3ccc(F)cc3)C2)nc2ccccc21 (stereo not given) | 10
CC/C(=N/OC(=O)c1ccco1)c1ccccc1O | -5
O=C(O)c1cc(-n2nnnc2SCc2ccccc2F)ccc1Cl | 0
